TcdB inh = inhibitors of Clostridioides difficile toxin B glycohydrolase; inhibition, % at 9.99 µM; actives 0.24% (n = 350,000); P18177; TcdB glycohydrolase enzymatic assay, plate reader; in the data active means inhibition above about 10%
Target sequence (P18177 whole entry, looked up): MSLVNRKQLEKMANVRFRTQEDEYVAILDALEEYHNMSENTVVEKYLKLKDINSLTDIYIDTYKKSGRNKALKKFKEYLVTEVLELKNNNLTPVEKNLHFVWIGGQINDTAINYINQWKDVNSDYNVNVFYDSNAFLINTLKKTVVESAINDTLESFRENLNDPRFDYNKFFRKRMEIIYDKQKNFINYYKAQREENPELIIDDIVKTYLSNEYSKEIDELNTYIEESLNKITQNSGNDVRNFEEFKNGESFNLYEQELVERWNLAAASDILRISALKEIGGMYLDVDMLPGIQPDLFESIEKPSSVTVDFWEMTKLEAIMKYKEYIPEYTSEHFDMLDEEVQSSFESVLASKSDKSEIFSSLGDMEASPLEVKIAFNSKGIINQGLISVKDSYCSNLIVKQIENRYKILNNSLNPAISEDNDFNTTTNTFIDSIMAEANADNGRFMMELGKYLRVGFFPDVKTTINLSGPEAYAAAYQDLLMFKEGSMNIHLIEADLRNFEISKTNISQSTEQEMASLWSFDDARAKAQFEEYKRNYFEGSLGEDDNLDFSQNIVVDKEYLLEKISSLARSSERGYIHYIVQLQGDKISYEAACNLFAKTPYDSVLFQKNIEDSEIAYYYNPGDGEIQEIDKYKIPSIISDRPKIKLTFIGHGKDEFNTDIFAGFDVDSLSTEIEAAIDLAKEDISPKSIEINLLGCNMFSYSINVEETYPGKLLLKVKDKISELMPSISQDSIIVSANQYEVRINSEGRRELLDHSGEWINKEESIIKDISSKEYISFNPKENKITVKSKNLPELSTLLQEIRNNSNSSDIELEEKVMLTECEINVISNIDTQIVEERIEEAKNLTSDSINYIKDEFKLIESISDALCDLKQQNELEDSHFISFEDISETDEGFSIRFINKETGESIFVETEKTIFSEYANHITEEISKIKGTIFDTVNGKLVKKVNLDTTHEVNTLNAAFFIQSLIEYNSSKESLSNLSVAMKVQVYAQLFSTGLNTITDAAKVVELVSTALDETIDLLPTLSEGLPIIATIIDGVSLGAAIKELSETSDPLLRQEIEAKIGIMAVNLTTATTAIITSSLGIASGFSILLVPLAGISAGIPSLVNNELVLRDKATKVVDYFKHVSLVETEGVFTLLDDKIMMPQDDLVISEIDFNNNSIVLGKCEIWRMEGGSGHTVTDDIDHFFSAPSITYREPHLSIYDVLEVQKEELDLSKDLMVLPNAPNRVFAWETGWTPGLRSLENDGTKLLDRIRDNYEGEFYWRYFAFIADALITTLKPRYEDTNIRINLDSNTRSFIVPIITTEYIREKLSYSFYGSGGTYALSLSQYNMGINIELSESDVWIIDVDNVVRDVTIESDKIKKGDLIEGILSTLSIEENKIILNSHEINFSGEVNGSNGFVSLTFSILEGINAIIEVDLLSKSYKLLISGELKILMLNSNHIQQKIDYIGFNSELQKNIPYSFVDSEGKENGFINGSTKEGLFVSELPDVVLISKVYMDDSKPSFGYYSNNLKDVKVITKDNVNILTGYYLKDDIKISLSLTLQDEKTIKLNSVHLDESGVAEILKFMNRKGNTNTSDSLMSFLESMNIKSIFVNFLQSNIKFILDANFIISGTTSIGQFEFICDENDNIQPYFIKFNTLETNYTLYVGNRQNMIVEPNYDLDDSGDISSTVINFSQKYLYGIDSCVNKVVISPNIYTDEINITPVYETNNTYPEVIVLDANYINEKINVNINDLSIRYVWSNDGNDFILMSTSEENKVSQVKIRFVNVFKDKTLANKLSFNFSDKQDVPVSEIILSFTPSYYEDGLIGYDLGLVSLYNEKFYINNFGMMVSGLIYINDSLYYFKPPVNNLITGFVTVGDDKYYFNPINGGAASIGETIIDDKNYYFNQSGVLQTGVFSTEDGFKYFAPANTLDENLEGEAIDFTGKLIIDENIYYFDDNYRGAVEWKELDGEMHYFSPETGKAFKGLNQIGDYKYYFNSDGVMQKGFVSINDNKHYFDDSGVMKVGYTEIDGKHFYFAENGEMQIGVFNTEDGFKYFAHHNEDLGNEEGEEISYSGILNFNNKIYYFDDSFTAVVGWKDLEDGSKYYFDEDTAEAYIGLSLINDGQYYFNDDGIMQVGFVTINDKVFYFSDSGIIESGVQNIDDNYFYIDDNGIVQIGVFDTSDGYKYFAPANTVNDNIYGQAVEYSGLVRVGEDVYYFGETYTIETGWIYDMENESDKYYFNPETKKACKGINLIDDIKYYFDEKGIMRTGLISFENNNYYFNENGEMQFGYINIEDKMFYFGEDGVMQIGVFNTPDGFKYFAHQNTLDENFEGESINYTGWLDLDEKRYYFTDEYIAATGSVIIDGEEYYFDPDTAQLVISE
Starred values were filed as active, the others as inactive; & = joins results of further samples.

SMILES	TcdB inh
COc1ccc2c3c([nH]c2c1)[C@H](CO)N(Cc1ccc(F)cc1)CC31CCN(C)CC1	-1.7
O=C(Nc1nccs1)[C@H]1[C@H](CO)[C@H]2Cn3c(cccc3=O)[C@@H]1N2C(=O)C1CCCC1	0.3
O=C(C[C@@H]1CC[C@H]2[C@@H](COC[C@H](O)CN2C(=O)Nc2ccc(F)cc2)O1)NCCc1ccncc1	0.5
O=C(C1CCCC1)N1CC2(C1)[C@@H](c1ccccc1)[C@@H](CO)N2C(=O)c1cccnc1	0.2
COc1cccc(S(=O)(=O)N2CC[C@H]3[C@H](CO)Nc4ccc(C#Cc5cccnc5)cc4[C@H]32)c1	-0.2
Cc1noc(C)c1NC(=O)Nc1ccc2c(c1)C(=O)N([C@@H](C)CO)C[C@@H](C)[C@H](CN(C)C(=O)Nc1c(C)noc1C)OCCCC[C@H](C)O2	-0.7
Cc1ccc(-c2ccc3c(c2)O[C@@H](CN(C)Cc2cncnc2)[C@H](C)CN([C@@H](C)CO)S3(=O)=O)cc1	1.0
Nc1nc2ncccn2c1-c1ccc(F)cc1	0.7
CO[C@@H]1CN(C)C(=O)c2ccc(NC(=O)C3CC3)cc2OC[C@@H](C)N(C(=O)CN2CCOCC2)C[C@@H]1C	0.4
CN(C)CC(=O)N[C@H]1C=C[C@H](CC(=O)NCc2ccccc2F)O[C@H]1CO	0.6

Of the compounds above, these have an aryl methoxy group.
SMILES	TcdB inh
COc1ccc2c3c([nH]c2c1)[C@H](CO)N(Cc1ccc(F)cc1)CC31CCN(C)CC1	-1.7
COc1cccc(S(=O)(=O)N2CC[C@H]3[C@H](CO)Nc4ccc(C#Cc5cccnc5)cc4[C@H]32)c1	-0.2

Remaining list, next part:
SMILES	TcdB inh
O=C(C[C@@H]1CC[C@H](NC(=O)C2CCC2)[C@H](CO)O1)NCC1CC1	-2.3
CCCNC(=O)N1CCC2(CC1)CN(C(=O)CC)[C@@H](CO)c1[nH]c3cc(OC)ccc3c12	-0.4
CCC(=O)N1C[C@@H](C)[C@@H](OC)CN(C)C(=O)c2cc(NC(=O)NC(C)C)ccc2OC[C@@H]1C	-0.4
COc1ccc(-c2ccc([C@H]3[C@H](CO)N4C(=O)CN(Cc5ccccc5)C[C@@H]34)cc2)cc1	0.7
C[C@@H]1CN([C@H](C)CO)C(=O)Cc2cc(NC(=O)Nc3cccc4ccccc34)ccc2O[C@@H]1CN(C)Cc1ccncc1	0.1
CS(=O)(=O)N1[C@@H](C#N)[C@@H](c2ccccc2-c2ccccc2F)[C@@H]1CO	0.8
COC(=O)[C@]12C[C@H](CC(=O)NCCCCc3ccccc3)C(=O)N(CCC3=CCCCC3)C1=C[C@H](COCc1ccccc1)O[C@@H]2C	-1.7
CC(C)c1cn([C@H]2C[C@@H]3O[C@@H](CO)CC[C@@H]3O[C@@H]2CCc2ccc(C#CC3CCCCC3)cc2)nn1	0.7
O=C(NC1Cc2ccccc2C1)[C@H]1[C@H](CO)[C@H]2Cn3c(cccc3=O)[C@H]2N1C(=O)C1CCC1	-0.2
C[C@H](CO)N1C[C@H](C)[C@@H](CN(C)C(=O)Nc2ccc(F)cc2)Oc2c(NS(=O)(=O)c3cn(C)cn3)cccc2C1=O	-6.3
C[C@H](NC(=O)C[C@@H]1CC[C@@H](NS(=O)(=O)c2cccc(F)c2)[C@@H](CO)O1)c1ccccc1	-0.4
CCCNC(=O)[C@H]1[C@H](CO)[C@H]2Cn3c(ccc(-c4cccc(F)c4)c3=O)[C@@H]1N2CCC	0.8
O=C(C[C@@H]1CC[C@H](NC(=O)CN2CCOCC2)[C@@H](CO)O1)NCCc1ccccc1	0.4
CC(=O)N(C)C[C@H]1Oc2ncc(-c3ccc(C(=O)N(C)C)cc3)cc2C(=O)N([C@@H](C)CO)C[C@H]1C	-1.1
O=C(NCC[C@@H]1CC[C@H](NC(=O)C2CCC2)[C@H](CO)O1)c1ccc(F)cc1	-0.2
Cc1ccc(S(=O)(=O)N[C@@H]2CC[C@@H](CCn3cc(C(C)C)nn3)O[C@@H]2CO)cc1	-0.7
C[C@@H]1CN([C@@H](C)CO)S(=O)(=O)c2ccc(C#CC3CCCCC3)cc2O[C@H]1CN(C)C	0.4
C[C@@H]1CCCCO[C@H](CN(C)Cc2ccc(C(=O)O)cc2)[C@@H](C)CN([C@@H](C)CO)C(=O)c2cc(NC(=O)Nc3cccc4ccccc34)ccc2O1	-1.4
C[C@H](CO)N1C[C@H](C)[C@@H](CN(C)C(=O)Nc2ccccc2)Oc2cc(-c3cccc(C(=O)N(C)C)c3)ccc2S1(=O)=O	-0.2
CN(C)c1ccc2c(c1)[C@H]1C[C@H](CC(=O)NCc3cccc(F)c3)O[C@@H](CO)[C@H]1O2	-48
COc1ccccc1NC(=O)N1C[C@@H](O)COC[C@H]2O[C@@H](CC(=O)NCCc3ccccc3)CC[C@@H]21	1.6
Cc1ccc(S(=O)(=O)N(C)C[C@H]2Oc3ccc(NC(=O)NC4CCCCC4)cc3C(=O)N([C@H](C)CO)C[C@@H]2C)cc1	1.5
C[C@H](CO)N1C[C@H](C)[C@H](CN(C)Cc2cccnc2)Oc2cc(C#CC3CCCC3)ccc2S1(=O)=O	0.1
C[C@@H]1CN([C@@H](C)CO)S(=O)(=O)c2ccc(C3=CCCC3)cc2O[C@H]1CN(C)C(=O)c1ccccc1	0.3
C[C@H]1CN([C@@H](C)CO)S(=O)(=O)c2ccc(C#CCC3CCCC3)cc2O[C@@H]1CN(C)Cc1ccc(C(=O)O)cc1	-11
O=C(C[C@H]1C=C[C@@H](NS(=O)(=O)c2ccc(F)cc2)[C@@H](CO)O1)NCCN1CCCCC1	-0.3
CCNC(=O)C[C@@H]1CC[C@@H]2[C@H](COC[C@H](O)CN2C(=O)C2CCOCC2)O1	1.1
CO[C@H]1CN(C)C(=O)c2cc(NC(=O)c3cnccn3)ccc2OC[C@@H](C)NC[C@@H]1C	-1.3
COCC#Cc1cnc2c(c1)C(=O)N([C@H](C)CO)C[C@H](C)[C@H](CN(C)C(=O)CN1CCOCC1)O2	-0.4
Cc1ccccc1S(=O)(=O)N1C(c2ccc(Cl)c(Cl)c2)CC=C(C(=O)O)C1c1cccc(Br)c1 (configuration not stated)	0.9
COCC#Cc1ccc2c(c1)O[C@H](CN(C)C(=O)NC(C)C)[C@@H](C)CN([C@H](C)CO)S2(=O)=O	-0.4
Cc1ccc(S(=O)(=O)Nc2ccc3c(c2)C(=O)N([C@@H](C)CO)C[C@H](C)[C@H](CN(C)C(=O)CCC(F)(F)F)OCCCC[C@@H](C)O3)cc1	0.2
COC(=O)c1cn(CCNC(=O)[C@H](Cc2ccccc2)NS(=O)(=O)c2ccc(C)cc2)nn1	1.2
Cc1noc(C)c1NC(=O)N(C)C[C@@H]1Oc2ccc(NC(=O)c3ccncc3)cc2CC(=O)N([C@H](C)CO)C[C@H]1C	-0.1
C[C@H]1C=C(C(=O)Nc2ccccc2)O[C@@H](OCc2ccc(CO)cc2)C1	-4.6
CN1C(=O)c2cc(NC(=O)c3cccc(F)c3)ccc2OC[C@H]2O[C@H](CC(=O)NCC3CC3)CC[C@@H]21	-0.6
C[C@H](CO)N1C[C@H](C)[C@H](CN(C)S(C)(=O)=O)Oc2ncc(C#CC3CC3)cc2C1=O	0.6
C[C@@H]1CCCCO[C@@H](CN(C)Cc2ccc(C(=O)O)cc2)[C@@H](C)CN([C@H](C)CO)C(=O)c2cc(NC(=O)c3ccncc3)ccc2O1	-0.4
CN1CCN(C(=O)C[C@H]2CC[C@@H]3[C@H](COc4ccc(NC(=O)c5cccs5)cc4C(=O)N3C)O2)CC1	0.5
C[C@@H]1CN([C@H](C)CO)C(=O)c2cc(C#CC3CCCCC3)cnc2O[C@@H]1CN(C)C(=O)c1ccncc1	1.2
C[C@@H]1CN([C@H](C)CO)S(=O)(=O)c2ccc(-c3ccncc3)cc2O[C@@H]1CN(C)CC1CC1	-0.6
Cc1noc(C)c1NC(=O)Nc1ccc2c(c1)C(=O)N([C@H](C)CO)C[C@@H](C)[C@H](CN(C)Cc1ccncc1)OCCCC[C@H](C)O2	0.0
C[C@H](CO)N1C[C@H](C)[C@H](CN(C)C(=O)Cc2ccccc2)Oc2ncc(-c3cncnc3)cc2C1=O	1.0
OC[C@@H]1[C@H](c2ccccc2)[C@@H](CNCC2CCC2)N1CC1CC1	-5.2
CN1C[C@H](O)COC[C@H]2O[C@@H](CC(=O)NC3CCCC3)CC[C@@H]21	-0.9
Cn1cnc(S(=O)(=O)N[C@H]2CC[C@H](CC(=O)Nc3ccc(-c4ccccc4)cc3)O[C@H]2CO)c1	1.1
O=C(N[C@@H]1CC[C@@H](CCn2cc(C3(O)CCCC3)nn2)O[C@H]1CO)C1CCC1	0.0
COc1ccc(C#Cc2ccc([C@@H]3[C@@H](CO)N4CCCCN(C(=O)Nc5ccccc5F)C[C@H]34)cc2)cc1	-0.4
CCC(=O)N[C@H]1CC[C@H](CC(=O)NCc2cc(F)cc(F)c2)O[C@@H]1CO	1.4
COCC#Cc1cnc2c(c1)C(=O)N([C@H](C)CO)C[C@H](C)[C@H](CN(C)S(C)(=O)=O)O2	0.2

For convenience, part of the list above:
SMILES	TcdB inh
C[C@@H]1CN([C@H](C)CO)S(=O)(=O)c2ccc(-c3ccncc3)cc2O[C@@H]1CN(C)CC1CC1	-0.6
Cc1noc(C)c1NC(=O)Nc1ccc2c(c1)C(=O)N([C@H](C)CO)C[C@@H](C)[C@H](CN(C)Cc1ccncc1)OCCCC[C@H](C)O2	0.0
C[C@H](CO)N1C[C@H](C)[C@H](CN(C)C(=O)Cc2ccccc2)Oc2ncc(-c3cncnc3)cc2C1=O	1.0
OC[C@@H]1[C@H](c2ccccc2)[C@@H](CNCC2CCC2)N1CC1CC1	-5.2
CN1C[C@H](O)COC[C@H]2O[C@@H](CC(=O)NC3CCCC3)CC[C@@H]21	-0.9
Cn1cnc(S(=O)(=O)N[C@H]2CC[C@H](CC(=O)Nc3ccc(-c4ccccc4)cc3)O[C@H]2CO)c1	1.1

Additional compounds:
SMILES	TcdB inh
Cc1noc(C)c1NC(=O)N(C)C[C@@H]1OCc2ccccc2-c2ccccc2C(=O)N([C@H](C)CO)C[C@@H]1C	0.3
Cc1ccc(S(=O)(=O)N2C[C@H](O)COC[C@H]3O[C@H](CC(=O)NCc4ccc(Cl)c(Cl)c4)CC[C@@H]32)cc1	-0.2
CN(C)C(=O)C[C@@H]1C=C[C@@H](NC(=O)C2CC2)[C@@H](CO)O1	0.5
O=C(C1CCCCC1)N1CC2(C1)[C@H](c1ccccc1)[C@@H](CO)N2C(=O)NC1CCCC1	0.8
CS(=O)(=O)Nc1ccc2c(c1)[C@@H]1C[C@@H](CC(=O)NCC(F)(F)F)O[C@@H](CO)[C@@H]1O2	-7.2
CN(C)Cc1cn(CC[C@H]2CC[C@@H](NC(=O)Nc3ccccc3F)[C@@H](CO)O2)nn1	-0.7
O=C(C1CC1)N1CC(=O)N2[C@H](C1)[C@@H](c1ccc(C#CCc3ccccc3)cc1)[C@@H]2CO	1.7
COc1cccc(-c2ccc([C@@H]3[C@H]4CN(CC5CC5)CCCCN4[C@H]3CO)cc2)c1	0.2
CN1c2ccc(-c3cccc(F)c3)cc2[C@@H]2[C@@H](CCN2C(=O)C2CCOCC2)[C@@H]1CO	2.9
c1ccc(CN2C[C@@H]3N[C@H](C2)C3c2ccc(-c3ccccc3)cc2)cc1 (some centres not stated)	-0.6&0.6
CCCN1C[C@H](C)[C@H](OC)CN(C)C(=O)c2cc(NC(=O)c3ccccc3F)ccc2OC[C@H]1C	-0.7
CCCNC(=O)N[C@@H]1CC[C@@H](CC(=O)NCCc2ccccc2)O[C@@H]1CO	0.0
COCCN1C(=O)CSCC1(C)C(=O)Nc1ccc2c(c1)OCCO2 (configuration not stated)	2.0
O=C(Nc1ccccc1)N1CC(=O)N2[C@@H](CO)[C@@H](c3ccc(C#CC4CCCCC4)cc3)[C@@H]2C1	0.1
C[C@@H]1CN([C@H](C)CO)C(=O)CCCn2nncc2CO[C@H]1CN(C)C(=O)Nc1ccc(F)cc1	1.6
O=C1CN(S(=O)(=O)c2ccccc2)C[C@H]2[C@@H](c3ccc(C4=CCCC4)cc3)[C@@H](CO)N12	1.0
COc1ccc(S(=O)(=O)Nc2ccc3c(c2)CC(=O)N([C@@H](C)CO)C[C@@H](C)[C@@H](CN(C)C(=O)Nc2ccc4c(c2)OCO4)O3)cc1	0.7
O=C(C[C@@H]1C[C@@H]2c3cc(NC(=O)Cc4ccncc4)ccc3O[C@@H]2[C@H](CO)O1)NCc1ccncc1	1.6
CCC(=O)Nc1ccc2c(c1)C(=O)N(C)C[C@@H](OC)[C@@H](C)CN(CCC(F)(F)F)[C@@H](C)CO2	-1.1
O=C(C[C@@H]1C=C[C@H](NC(=O)C2CCOCC2)[C@@H](CO)O1)Nc1ccccc1	-0.3

Some of these compounds in order of number of heavy atoms, falling:
SMILES	TcdB inh
O=C(C[C@@H]1C[C@@H]2c3cc(NC(=O)Cc4ccncc4)ccc3O[C@@H]2[C@H](CO)O1)NCc1ccncc1	1.6
COCC#Cc1cnc2c(c1)C(=O)N([C@H](C)CO)C[C@H](C)[C@H](CN(C)S(C)(=O)=O)O2	0.2
O=C(N[C@@H]1CC[C@@H](CCn2cc(C3(O)CCCC3)nn2)O[C@H]1CO)C1CCC1	0.0
c1ccc(CN2C[C@@H]3N[C@H](C2)C3c2ccc(-c3ccccc3)cc2)cc1 (some centres not stated)	-0.6&0.6

The listing continues:
SMILES	TcdB inh
COc1ccc(NC(=O)Nc2ccc3c(c2)C(=O)N([C@@H](C)CO)C[C@@H](C)[C@@H](CN(C)Cc2ccncc2)OCCCC[C@H](C)O3)cc1	-1.7
C[C@H](CO)N1C[C@H](C)[C@H](CN(C)C(=O)NC2CCCC2)Oc2ncc(-c3cccnc3)cc2C1=O	0.0
O=C(CN1CCOCC1)N1[C@H](CO)[C@@H]2c3ccccc3NC[C@@H]21	-0.6
CCS(=O)(=O)N1Cc2cc(C(=O)NCC3CC3)nc(-c3cccc(-c4cccnc4)c3)c2[C@H]1CCO	0.5
C[C@H](CO)N1C[C@H](C)[C@H](CN(C)C(=O)Nc2cc(F)ccc2F)Oc2cc(C#CC3CCCC3)ccc2S1(=O)=O	-0.6
CCS(=O)(=O)N[C@@H]1C=C[C@H](CC(=O)NC2Cc3ccccc3C2)O[C@H]1CO	0.2
O=C(C[C@H]1CC[C@@H]2[C@H](COC[C@H](O)CN2CC2CCCC2)O1)NCc1ccc(Cl)cc1	-2.7
COCC(=O)N(C)C[C@@H]1Oc2ncc(C#Cc3ccccc3OC)cc2C(=O)N([C@H](C)CO)C[C@@H]1C	1.3

The list is partial; count on the stated rates, not on these rows.
